Assay outcomes (PubChem BioAssay)
EBNA-1 inh – blocks EBNA-1 binding to DNA | 300,000 compounds, 0.34% hits | AID 1950 | EBNA-1 DNA binding, fluorescence polarization | inhibition, % at 14.8 µM; in the data active = inhibition above about 28%
PREPL inhibitor – inhibitors of human prolyl oligopeptidase-like enzyme PREPL; Q4J6C6; recombinant PREPL, fluorescence polarization activity-based probe; inhibition, % at 5.96 µM; 320,000 compounds, 0.68% hits; in the data active = inhibition above about 43%;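 note: 0% = enzyme with DMSO and 100% = wells lacking enzyme; many of its hits are not listed in these tables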
Target sequence (Q4J6C6 whole entry, looked up): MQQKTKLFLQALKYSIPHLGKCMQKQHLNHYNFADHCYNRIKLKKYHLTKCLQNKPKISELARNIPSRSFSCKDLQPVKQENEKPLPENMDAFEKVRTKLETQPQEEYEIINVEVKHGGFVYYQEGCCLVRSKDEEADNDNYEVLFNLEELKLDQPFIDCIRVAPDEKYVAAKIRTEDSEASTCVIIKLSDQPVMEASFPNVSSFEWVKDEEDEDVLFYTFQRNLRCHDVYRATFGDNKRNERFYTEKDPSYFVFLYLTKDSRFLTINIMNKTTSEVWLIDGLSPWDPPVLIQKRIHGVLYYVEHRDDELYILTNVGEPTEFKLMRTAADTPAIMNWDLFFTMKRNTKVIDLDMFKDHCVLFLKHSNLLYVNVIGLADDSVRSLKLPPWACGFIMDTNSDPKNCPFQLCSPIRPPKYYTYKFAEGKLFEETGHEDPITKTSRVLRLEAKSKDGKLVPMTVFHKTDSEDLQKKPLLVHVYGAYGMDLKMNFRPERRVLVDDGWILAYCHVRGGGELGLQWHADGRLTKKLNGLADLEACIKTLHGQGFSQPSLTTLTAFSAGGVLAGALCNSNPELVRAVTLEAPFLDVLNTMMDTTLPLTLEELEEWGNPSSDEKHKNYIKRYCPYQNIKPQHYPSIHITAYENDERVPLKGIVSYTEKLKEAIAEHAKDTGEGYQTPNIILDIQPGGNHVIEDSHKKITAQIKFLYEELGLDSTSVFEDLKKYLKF
PAFAH1B3 inh – blocks human PAF acetylhydrolase 1B catalytic subunit 3; Q15102; recombinant PAFAH1B3, FP-rhodamine probe, fluorescence polarization; 340,000 compounds, 0.28% hits; inhibition, % at 3.39 µM;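 active = inhibition above the screen-wide average of all tested compounds plus 3 SD, cut at about 25% in these data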;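 note: 0% = enzyme with DMSO only and 100% = wells lacking PAFAH1B3 protein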
LYPLA1 inh – counter-screen for PME1 inhibitors: inhibitors of human LYPLA1; O75608; recombinant LYPLA1, FP-Rh probe fluorescence polarization; inhibition, % at 5.9 µM; 320,000 compounds, 0.16% hits; AID 2174;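 active = inhibition above the mean of all tested compounds plus 3 SD, set per campaign, cut at about 14% in these data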;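 note: inhibitors block serine hydrolase probe labeling of LYPLA1 so polarization falls; 0% = enzyme with DMSO and 100% = wells lacking LYPLA1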
LYPLA2 inh – counter-screen for PME1 inhibitors: inhibitors of human LYPLA2. 320,000 compounds, 0.38% hits. recombinant LYPLA2, FP-Rh probe fluorescence polarization. O95372. inhibition, % at 5.9 µM;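 active = inhibition above the screen-wide mean plus 3 SD, limit set per campaign, cut at about 26% in these data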;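 note: 0% = LYPLA2 with DMSO and 100% = wells lacking LYPLA2 enzyme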
Target sequence (O95372 whole entry, looked up): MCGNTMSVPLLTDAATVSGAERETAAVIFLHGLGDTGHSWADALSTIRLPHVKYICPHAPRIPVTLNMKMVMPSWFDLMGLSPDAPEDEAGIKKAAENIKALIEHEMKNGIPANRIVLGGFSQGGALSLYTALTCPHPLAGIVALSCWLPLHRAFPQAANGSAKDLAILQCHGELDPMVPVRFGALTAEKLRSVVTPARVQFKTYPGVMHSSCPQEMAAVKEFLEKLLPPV
PAD4 FP inh – blocks human protein arginine deiminase 4; Q9UM07; recombinant PAD4, RCA probe fluorescence polarization; inhibition, % at 6.36 µM; 330,000 compounds, 0.41% hits; AID 485272;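 active = percent inhibition above a cutoff equal to the mean of all tested compounds plus 3 SD, cut at about 15% in these data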;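 note: 0% = PAD4 with RCA probe and DMSO and 100% = probe without PAD4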
PAFAH2 inh – PAFAH2 (human) inhibition. 340,000 compounds, 0.99% hits. inhibition, % at 3.39 µM. recombinant PAFAH2, FP-rhodamine activity probe, fluorescence polarization. Q99487. AID 492956;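 active = inhibition above the mean over all tested compounds plus 3 SD, cut at about 30% in these data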;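 note: inhibitors block probe labeling of enzyme so polarization drops; 0% = enzyme with DMSO and 100% = wells lacking PAFAH2 protein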
GSTO1 inh – counter-screen for RBBP9 inhibitors: inhibitors of human GSTO1 | P78417 | recombinant GSTO1, activity-based probe fluorescence polarization | inhibition, % at 5.96 µM | 300,000 compounds, 1.1% hits | AID 1974;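 active = inhibition above the campaign mean inhibition plus 3 SD, cut at about 35% in these data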;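 note: 0% = GSTO1-1 with DMSO and 100% = wells lacking GSTO1-1 enzyme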
ZTA DNA inh – ZTA (EBV) inhibition in EBNA-1 counter-screen. 320,000 compounds, 0.15% hits. ZTA-DNA binding, fluorescence polarization. P03206. AID 2234. inhibition, % at 11 µM; in the data active = inhibition above about 33%
* = called active by the depositor; . = not tested or not shown. The list is partial; rates above refer to the full screens.

Sample of the layout (two entries):
Compound	EBNA-1 inh	PREPL inhibitor	PAFAH1B3 inh	LYPLA1 inh	LYPLA2 inh	PAD4 FP inh	PAFAH2 inh	GSTO1 inh	ZTA DNA inh
O=C(CCNS(=O)(=O)c1ccccc1C(F)(F)F)NNC(=O)C1COc2ccccc2O1 (stereo not drawn)	-11.4	-12.6	-1.5	-2.3	1.3	1.0	8.2	3.4	2.1
O=C1CC(N2CCN(Cc3ccc4c(c3)OCO4)CC2)C(=O)N1c1cccc2ccccc12 (stereo not drawn)	1.8	-6.7	-1.8	-1.2	0.4	-1.0	11.1	-3.3	10.4

The listing, repeating the preview:
Compound	EBNA-1 inh	PREPL inhibitor	PAFAH1B3 inh	LYPLA1 inh	LYPLA2 inh	PAD4 FP inh	PAFAH2 inh	GSTO1 inh	ZTA DNA inh
O=C(CCNS(=O)(=O)c1ccccc1C(F)(F)F)NNC(=O)C1COc2ccccc2O1 (stereo not drawn)	-11.4	-12.6	-1.5	-2.3	1.3	1.0	8.2	3.4	2.1
O=C1CC(N2CCN(Cc3ccc4c(c3)OCO4)CC2)C(=O)N1c1cccc2ccccc12 (stereo not drawn)	1.8	-6.7	-1.8	-1.2	0.4	-1.0	11.1	-3.3	10.4
O=S(=O)(Nc1ccc2cn[nH]c2c1)c1ccccc1	-13.9	9.3	6.6	-4.4	5.8	2.2	4.1	12.7	-16.9
Cc1ccccc1C(=O)Nc1ccnn1C1CCN(C(=O)C2CCOC2)CC1 (stereo not drawn)	4.3	0.1	1.3	1.4	1.8	-0.5	-4.3	2.2	12.9
C=CCSc1nnc2nc3[nH]c4c(C)cccc4c3nn12	-7.9	19.0	2.1	-0.5	-3.4	-1.1	3.5	-9.7	-14.4
CCC(C)NC(=O)C(=O)NCC1CCCN1CC (stereo not drawn)	-1.5	3.1	-2.7	0.2	0.8	-0.9	-0.8	13.7	-5.5
NC(=O)c1nsc(C(=O)N(CC(=O)NC2CCCC2)c2cnc3ccccc3c2)c1N	-1.8	-7.0	.	-2.7	3.5	1.0	.	1.1	-11.0
CSc1ccccc1NC(=O)CN(C)CC(=O)c1[nH]c(C)c(C(C)=O)c1C	.	19.5	11.4	.	.	8.9	1.1	.	.
Cc1cccc(NC(=O)CSCC(=O)OCc2ccccn2)c1	2.9	8.5	-1.1	-1.9	7.4	0.0	0.4	-3.2	-4.2
COc1cc(OC)c2ccc(=O)oc2c1C(CCN1CCCCC1)c1ccc(N(C)C)cc1 (stereo not drawn)	-17.1	11.8	9.1	-1.4	-1.9	-6.8	5.6	11.1	2.4
Cc1ccc(S(=O)(=O)NC(Cc2ccc(Cl)cc2)C(=O)O)cc1 (stereo not drawn)	5.5	2.6	4.0	4.4	6.5	0.8	1.4	10.2	13.2
O=C(/C=C/c1ccc(Cl)cc1Cl)OCC(=O)N1CCCC1	.	10.5	-3.8	-0.2	1.9	-0.4	2.3	.	-27.1
CCS(=O)(=O)n1nc(-c2ccco2)nc1N	3.7	-2.7	7.0	-1.1	-0.6	-1.9	4.4	8.9	12.5
Cc1c(C)c2ccc(OCC(=O)NCCN3CCOCC3)c(C)c2oc1=O	-14.1	25.1	1.3	0.2	-7.5	1.2	2.3	4.9	7.8
Cc1ccc(C23CC4CC(CC(NC(=O)NN)(C4)C2)C3)cc1	-12.1	-33.7	7.7	-4.0	-1.9	-1.7	-1.1	2.1	-17.9
COc1ccc(C(=O)N2CCC(C(=O)Nc3cccc(C)c3)CC2)cc1OC	1.6	2.1	-2.3	-1.5	3.0	-0.7	10.7	0.1	9.0
CCCCCc1nc2sc3c(c2c(=O)n1NC(=O)c1ccc([N+](=O)[O-])cc1)CC(C)(C)OC3	11.8	6.6	3.1	-0.7	2.9	-2.5	2.2	-0.4	19.1
CN1CCN(c2nc3ccccn3c(=O)c2/C=C(\C#N)S(=O)(=O)c2ccc(Cl)cc2)CC1	-11.5	-6.3	4.6	-4.0	-3.4	-5.2	9.0	5.7	-11.0
CCSc1nnc(NC(=O)C(C)(C(F)(F)F)C(F)(F)F)s1	-11.1	5.3	6.8	1.5	5.2	-2.2	6.8	-70.1	0.3
CCOC(=O)NCc1ccc(Cl)c(Cl)c1	-0.3	-6.3	1.9	1.8	4.4	3.4	-1.5	2.6	12.1
CN(CC(=O)N1CCCCCC1)S(=O)(=O)c1ccc(Br)s1	0.5	-1.9	.	1.5	-0.2	2.8	.	-5.4	-16.5
CCn1c(=O)c2ccccc2n2c(SCC(=O)N3CCCc4ccccc43)nnc12	2.8	16.3	0.6	-0.5	-3.0	2.2	-6.4	5.8	2.3
N#CCC(=O)Nc1ccc(C(=O)NCCc2c[nH]c3ccccc23)cc1	13.7	-5.0	4.2	-13.4	-7.0	-4.7	-15.4	-12.1	15.0
Cc1cn(S(=O)(=O)c2ccc(Cl)cc2)c(C)n1	4.6	10.8	9.5	4.4	-0.5	5.2	0.8	10.1	-8.3
COc1cc(/C=C(/C#N)c2nc3ccccc3[nH]2)ccc1OCC(=O)Nc1ccccc1C	-11.0	13.7	-6.1	-19.7	-25.5	2.9	-14.5	6.2	12.3
COc1ccc(-c2cc3c(=O)n(CC(=O)NCc4ccccc4F)ncn3n2)cc1	16.9	1.7	7.5	-1.5	-3.2	1.2	-1.2	5.1	3.7
Cc1ccc(C(CC(=O)N2CCNCC2)c2ccccc2)c(O)c1C (stereo not drawn)	0.7	-8.7	-4.9	1.7	4.3	-0.7	7.5	6.7	-20.6
CCc1nnc(SCC(=O)N2CCCc3ccccc32)nc1CC	-8.4	0.8	2.0	-1.1	-0.3	-1.1	-2.3	-3.4	-5.8
COc1ccc(-c2cn3c(C)c(C(=O)NCCN4CCOCC4)sc3n2)cc1	7.2	22.1	1.8	1.3	1.9	2.2	-1.3	1.6	1.5
COc1cc(NC(=S)NCc2cccs2)cc(OC)c1	-10.1	5.7	0.6	-1.8	-1.6	1.4	-2.0	-4.1	6.0
CN(CCc1ccccn1)C(=O)CCC1CCCN(C(=O)c2cscn2)C1 (stereo not drawn)	2.3	8.5	12.7	-1.6	-4.1	-4.1	0.3	6.2	5.8
Cc1cc(C)c(C2C3=C(Nc4c2c(C)nn4-c2ccccn2)c2ccccc2C3=O)c(C)c1 (stereo not drawn)	-1.5	-2.2	-1.2	-2.8	8.0	-1.8	11.2	7.1	-13.7
COc1cc(/C=N/NC(=O)C2CC(=O)N(c3ccc(C)cc3)C2)cc(OC)c1OC (stereo not drawn)	0.7	-1.2	7.3	1.1	1.1	-2.6	-4.8	3.0	-7.1
COc1ccc(C(=O)NC2CCCCC2)cc1OC1CCN(C(C)C)CC1	2.6	-3.1	4.3	-3.0	2.1	-1.3	-0.7	4.0	1.0
CCCCOc1ccc(C(=O)N/C(=C/c2cccc([N+](=O)[O-])c2)C(=O)O)cc1	4.0	-1.9	2.9	2.1	-3.0	-1.9	-5.1	-1.4	8.5
Cc1cc(NC(=O)CCC(=O)N(CC(=O)NC2CCCC2)Cc2ccco2)no1	-0.7	-1.1	7.4	2.7	-4.8	3.8	1.5	5.8	6.4
CCN1CCc2c(OCC(=O)Nc3cccc(C)c3)cccc2C1=O	-7.8	12.9	2.5	6.0	0.2	-1.0	2.2	-4.5	13.3
Cc1ccccc1NC(=O)COc1ccc2oc(=O)cc(C)c2c1	8.3	-3.2	7.4	4.5	0.1	-4.4	11.1	-0.5	3.2
O=C(Nc1cccc(O)c1)c1cccc(NC(=O)c2cccs2)c1	5.7	-6.1	-7.1	-7.0	-2.9	-2.3	-8.9	-19.8	14.4
CCOC(=O)c1ccc(Oc2nc(N(C)C)nc(N3CCOCC3)n2)cc1	-0.5	12.0	-1.9	-1.9	3.7	-7.4	1.3	1.9	-14.9
CCCc1[nH][nH]c(=O)c1C(c1ccc(Cl)cc1)C(C#N)C#N (stereo not drawn)	6.9	-3.3	5.2	-2.7	2.1	-3.6	8.9	-3.7	2.4
COc1ccccc1-c1cc(C(=O)NCc2cccs2)no1	11.2	2.8	7.7	-6.7	-5.0	1.6	-6.3	1.4	7.5
Cc1ccc(NC(=O)Nc2cccc([N+](=O)[O-])c2)nc1	-1.6	-2.4	-3.8	-1.6	-3.7	1.0	-2.7	-10.2	1.2
CCCOc1ccc(CNCCCOCC)cc1OC	-4.7	0.6	2.0	0.4	1.1	0.5	0.3	-5.3	3.4
COc1ccc2c(c1)CC/C2=N\NC(=O)c1ccccc1	-17.2	-1.7	7.0	3.7	-0.4	-5.2	-0.3	0.9	-7.1
O=C1C(Cl)=C(NCCCO)C(=O)c2ccccc21	-7.3	0.4	12.4	2.2	0.1	-10.7	0.6	61.9*	1.3
CCCn1cnc2sc(C(N)=O)c(C)c2c1=O	-17.1	-4.5	3.9	3.5	-1.7	-3.4	3.5	0.7	5.4
CCCc1ncc(CN2CCCC(C(=O)Nc3ccc(-c4cccc(OC)c4)cc3)C2)cn1 (stereo not drawn)	11.0	14.5	1.1	-0.1	14.6	-0.3	-4.5	-1.8	-6.9
CC(=O)Nc1ccc(C)cc1	.	-3.8	6.6	-3.8	-0.7	-0.5	4.3	.	3.9
COc1ccc(C2(C(=O)NCCc3ccccc3)CCCC2)cc1OC	3.2	0.4	7.3	1.3	-4.6	-6.6	-6.3	-4.0	5.8

Carrying on:
Compound	EBNA-1 inh	PREPL inhibitor	PAFAH1B3 inh	LYPLA1 inh	LYPLA2 inh	PAD4 FP inh	PAFAH2 inh	GSTO1 inh	ZTA DNA inh
Cc1ccccc1OCc1n[nH]c(=S)n1Cc1ccccc1	-2.2	-1.6	6.6	3.6	11.5	1.5	0.1	-0.9	15.6
O=C(Nc1nnc(-c2ccccc2)o1)NC1CCCCC1	-1.6	9.5	0.7	4.5	2.9	-6.6	-1.3	-6.8	-34.9
O=C(CSc1nnc(-c2ccc(Cl)cc2)n1-c1ccc(Cl)cc1)N/N=C/c1ccccc1C(=O)O	-1.3	-12.8	.	-1.4	2.0	-1.7	.	6.1	12.1
CC(C)Cn1c(SCC(=O)N2CCOCC2)nc2ccccc2c1=O	.	3.5	10.5	3.0	4.0	4.2	-0.4	.	10.5
CC1CCCN(S(=O)(=O)c2coc(C(N)=O)c2)C1 (stereo not drawn)	-4.7	1.0	10.2	1.8	0.1	-2.8	6.5	6.0	-8.7
CCOC(=O)C1CCN(c2c(NCCCN(C)C3CCCCC3)c(=O)c2=O)CC1	11.0	8.3	5.5	2.3	4.0	-2.8	7.0	7.5	0.2
O=S(=O)(c1cccs1)N1CCN(c2cccc(Cl)c2)CC1	-1.8	-36.5	5.8	0.0	0.1	-1.2	2.8	5.7	-3.6
C[C@H](NC(=O)c1[nH]cnc1C(=O)Nc1ccon1)c1ccccc1	.	7.9	14.9	2.7	4.6	-2.8	0.3	.	-12.2
O=C(C1CSC2(c3ccc(F)cc3)CCC(=O)N12)N1CCCCCC1 (stereo not drawn)	1.9	6.1	3.9	0.5	2.5	0.8	-10.4	-1.0	-1.5
Cc1cccc(NC(=O)CSc2nnc(-c3n[nH]c4ccccc34)o2)c1	5.0	-17.7	-2.8	-3.2	-3.1	-3.8	-5.5	1.0	-17.4
c1ccc(N2CCN(c3ncccn3)CC2)cc1	-1.4	-1.6	-3.7	0.4	-1.1	-0.8	2.5	3.2	18.1
CCC1(C)N([O-])C(C)=C(c2ccccc2)[N+]1=O (stereo not drawn)	-2.1	-15.0	1.9	2.1	-2.8	-1.4	-0.4	-7.4	-3.1
N#Cc1ccsc1NC(=O)CN1C(=O)NC2(CCCCC2)C1=O	-4.8	7.0	-1.3	-11.4	-15.7	-10.8	0.6	18.1	6.9
CCCCn1c(N)c(N(CCOC)C(=O)c2c(-c3ccccc3)noc2C)c(=O)[nH]c1=O	1.3	13.2	-5.0	-0.7	0.5	0.0	-1.4	-5.4	10.7
